CendR NRP1 mod = alters CendR peptide binding to human NRP-1; O14786; FAM-RPARPAR peptide binding to NRP-1, fluorescence polarization; inhibition, % at 25 µM; hit rate 0.85% among 360,000;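 active = inhibition or corrected inhibition above about 18%, plus a signal ratio from 0.5 to 1.5, limit read from the data, passing the limit was not always enough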; also: strong numbers were not always called active
Scp1 inh = inhibitors of human Scp-1 phosphatase | inhibition, % at 20 µM | hit rate 0.88% among 340,000 | Recombinant Scp1, phosphopeptide, malachite green phosphate absorbance | AID 493091 | Q9GZU7;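 active = inhibition above about 50% at 20 µM, limit read from the data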;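 also: plate controls were DMSO wells with enzyme for no effect and wells lacking enzyme for full effect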
Target sequence (Q9GZU7 76-261 limits assumed): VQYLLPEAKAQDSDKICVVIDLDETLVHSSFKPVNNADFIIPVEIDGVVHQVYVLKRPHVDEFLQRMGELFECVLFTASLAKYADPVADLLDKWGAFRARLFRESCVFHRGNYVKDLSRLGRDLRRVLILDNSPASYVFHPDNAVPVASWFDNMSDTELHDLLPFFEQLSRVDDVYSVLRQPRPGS
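Test system: SCP-1 phosphatase catalytic domain, residues 76-261 | Compound dosing: One concentration, 20 µM, with 1.0% DMSO | Schedule: 45 min room-temperature reaction, 5 min colour, 30 min stabiliser | Detection: Absorbance at 630 nm | Read-out basis: % inhibition of SCP-1 phosphate liberation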
SKN-1 inh = blocks SKN-1 activity in C. elegans; AID 624304; hit rate 0.49% among 360,000; inhibition, % at 21.8 µM; C. elegans VP596 Pgst-4::GFP/RFP ratio, acrylamide-induced, 24 h;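 active = interference check ratio from 0.5 to 1.5 plus GFP to RFP signal ratio inhibition reaching or exceeding a fixed threshold, cut at about 30% in these data, passing the limit was not always enough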; also: some compounds called inactive have numbers as strong as hits
Neddylation inh = blocks human cullin neddylation; AID 651699; P61081+Q13564; TR-FRET cullin neddylation, biochemical; calls only at 25 µM; hit rate 0.58% among 360,000; in the data active = inhibition above about 36%
Target sequence (P61081 whole entry, looked up): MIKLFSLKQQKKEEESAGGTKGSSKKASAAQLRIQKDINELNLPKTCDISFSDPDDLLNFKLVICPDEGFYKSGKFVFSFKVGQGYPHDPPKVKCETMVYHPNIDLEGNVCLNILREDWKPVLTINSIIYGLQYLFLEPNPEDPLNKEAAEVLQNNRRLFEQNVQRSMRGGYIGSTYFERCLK
Target sequence (Q13564 whole entry, looked up): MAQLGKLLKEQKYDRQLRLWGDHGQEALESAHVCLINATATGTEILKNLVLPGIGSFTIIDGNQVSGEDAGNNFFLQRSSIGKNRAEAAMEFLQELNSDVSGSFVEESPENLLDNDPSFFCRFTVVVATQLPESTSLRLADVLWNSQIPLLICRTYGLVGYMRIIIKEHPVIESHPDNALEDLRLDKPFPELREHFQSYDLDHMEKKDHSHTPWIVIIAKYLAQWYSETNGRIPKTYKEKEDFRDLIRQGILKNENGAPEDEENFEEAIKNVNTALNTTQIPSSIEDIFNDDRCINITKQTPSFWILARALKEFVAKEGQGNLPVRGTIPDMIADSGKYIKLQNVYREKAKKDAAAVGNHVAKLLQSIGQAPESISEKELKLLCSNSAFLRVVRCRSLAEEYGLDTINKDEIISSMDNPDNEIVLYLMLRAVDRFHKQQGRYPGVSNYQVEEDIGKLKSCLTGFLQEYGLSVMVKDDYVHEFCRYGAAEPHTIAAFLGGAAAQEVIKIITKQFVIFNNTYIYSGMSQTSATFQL
TbMetRS inhib = blocks T. brucei methionyl-tRNA synthetase activity; hit rate 0.4% among 360,000; purified T. brucei MetRS, ATP depletion, Kinase-Glo luminescence; inhibition, % at 11.9 µM; AID 624268;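 active = inhibition above a per-plate cutoff of the control wells' mean inhibition plus 3 SD, cut at about 5.5% in these data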;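 also: 0% = DMSO wells median and 100% = median of wells with control inhibitor compound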
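Material: parasite MetRS enzyme / Replication: singlicate, one well per compound / Signal: luminescence of leftover ATP / Schedule: 2 h aminoacylation at 25 °C after 15 min preincubation / Medium: HEPES-MgCl2-KCl buffer plus DTT, spermine, BSA, pyrophosphatase / Doses: 11.9 µM single point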
NadD block = NadD (S. aureus) enzyme inhibition; inhibition, % at 20 µM; AID 602399; purified NadD enzyme, colorimetric absorbance read-out; hit rate 0.78% among 360,000; in the data active = inhibition above about 26%; also: some compounds past the cut are filed as inactive
SUMO1 PPI mod = SUMO1-SIM interaction modulation; P63165; SUMO1 binding to a labelled peptide, TR-FRET, 1 h; inhibition, % at 20 µM; hit rate 0.33% among 360,000; AID 602429; in the data active = inhibition above about 37%
DNMT1 block = blocks human DNA methyltransferase DNMT1. DNMT1 molecular beacon, Hinp1I cleavage, fluorescence. inhibition (reported as % activation of signal), % at 10 µM. hit rate 0.83% among 360,000; in the data active = inhibition above about 50%
LMPTP inh = blocks human LMPTP phosphatase; P24666; hit rate 0.22% among 360,000; recombinant LMPTP-A, OMFP fluorogenic substrate, fluorescence intensity; inhibition, % at 20 µM;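 active = compounds that cut the enzyme signal by at least half of the control window in the single-dose screen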;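 also: plate controls were DMSO wells with enzyme plus substrate for no effect and substrate without enzyme for full effect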
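Buffer or medium: Bis-Tris pH 6.0, DTT, detergent; Assay system: LMPTP-A enzyme; Quantity: 0.625 nM enzyme; Detection: endpoint fluorescence intensity; Times: 50 min dark incubation at room temperature; Controls: substrate-only low control, DMSO enzyme-plus-substrate high control; Doses: single 20 µM dose; Read-out: percent inhibition versus substrate-only and uninhibited controls; Reagent: 400 µM OMFP.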
STEP inh = blocks human striatal-enriched tyrosine phosphatase; P54829; recombinant STEP, OMFP fluorogenic substrate, fluorescence; inhibition, % at 20 µM; hit rate 0.25% among 360,000;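 active = inhibition at 20 µM, scaled per plate between control wells, above about 37%, limit read from the data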;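 also: 0% = DMSO with enzyme and substrate and 100% = substrate only without enzyme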
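Also added – OMFP at 25 µM · Test system – STEP tyrosine phosphatase · Technique – FITC-channel fluorescence of OMFP product · Schedule – 20 min at room temperature, dark · Evaluation – control-normalized % inhibition with plate pattern correction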
The depositor's hits bear a star; i = inactive; / = no result given; & = joins results of further samples.

entry	canonical_smiles	CendR NRP1 mod	Scp1 inh	SKN-1 inh	Neddylation inh	TbMetRS inhib	NadD block	SUMO1 PPI mod	DNMT1 block	LMPTP inh	STEP inh
1	O=C(Cn1cnc2ccccc2c1=O)N/N=C/c1ccc(Br)cc1	23*	-4	13	i	0.2	3	-2	0	-0.6	-1
2	Cc1ccc(NC(=S)N2CCSC2c2cccs2)cc1 (centres undefined)	8	6	-9	i	-1.3	-9	1	2	-0.3	-1
3	Cc1ccc(C(=O)Nc2nccs2)cc1S(=O)(=O)N1CCCCC1	18	-26	-14	i	-0.6	6	0	-4	1.0	-2
4	Cc1ccc(/C=N/NC(=O)c2cc(C3CC3)nc3ccccc23)o1	-11	-8	0	i	0.2	1	-10	-1	-1.5	-1
5	COc1ccc(Oc2cc(NN3CCCCC3)c([N+](=O)[O-])cc2[N+](=O)[O-])cc1OC	12	-17	6	i	0.6	-8	-21	-1	2.1	2
6	CC(C)(C)c1ccc(/C=C/C(=O)Nc2nncs2)cc1	7	-10	5	i	0.1	-5	-4	1	-1.1	2
7	O=C(Nc1cccc(C(F)(F)F)c1)c1n[nH]c(Cn2cncn2)n1	-2	1	-10	i	-1.6	-3	2	-2	-1.2	-1
8	CNS(=O)(=O)c1cc(NC(=O)CCCNC(=O)c2ccc(Cl)cc2)ccc1C	14	-4	6	i	-0.3	5	1	-1	-0.1	-3
9	CCNc1nc2c(c(=O)n(C)c(=O)n2C)n1Cc1ccc(Cl)cc1	2	-2	11	i	-0.2	-7	2	-1	-1.1	-2
10	O=C(NCCCCc1ccccc1)C1CC(c2cccc([N+](=O)[O-])c2)=NO1 (centres undefined)	4	-6	-2	i	-0.3	-3	-26	2	1.2	-2
11	C=CCn1c(SCC(=O)NC2CCCC2)nc2ccccc21	-6	/	31	i	-0.3	2	3	70*	2.0	-2
12	Cc1cc(=O)[nH]c(SCC2COC3(CCCCC3)O2)n1 (centres undefined)	-3	-3	4	i	-0.5	-4	1	0	0.9	1
13	O=C(Nc1cc(C(F)(F)F)ccc1Cl)c1cc2nc3c(c(C(F)(F)F)n2n1)CCCC3	-11	8	-6	i	-0.5	4	7	-6	1.7	3
14	COc1ccc(S(=O)(=O)N2CCC(C(=O)NCc3ccco3)CC2)cc1C	5	-5	6	i	-0.2	-8	0	1	-0.5	2
15	Cc1cc(C)nc(N(C#N)Cc2ccc(Br)cc2)n1	2	-4	0	i	-0.5	-5	-2	3	0.1	1
16	CC(C)(C)c1ccc(NC(=S)NCCc2ccccn2)cc1	8	-5	6	i	0.2	-4	1	-2	-0.1	3
17	Cc1ccc(OCC(=O)O/N=C(\N)Cc2cccs2)cc1C	2	-12	-5	i	-2.5	-11	0	-1	0.8	1
18	COc1ccc2c(C(=O)NCc3ccc4c(c3)OCO4)c(-c3ccc(S(C)(=O)=O)cc3)sc2c1	-3	1	9	i	-0.2	-4	28	25	1.0	0
19	CN(C)/C=C(/C(=O)c1ccc(Cl)cc1Cl)S(=O)(=O)c1ccccc1	4	-9	-6	i	0.2	10	3	-1	-1.6	13
20	CC(C)OP(=O)(OC(C)C)C(O)c1ccc(N(C)C)cc1 (centres undefined)	8	-7	-9	i	0.2	-2	-1	3	-0.5	1
21	CC(C)(O)/C=C/C[C@](C)(O)C1CC[C@]2(C)C1[C@H](O[C@H]1O[C@@H](CO)[C@H](O)[C@@H](O)[C@@H]1O)CC1[C@@]3(C)CC[C@H](O)C(C)(C)C3[C@@H](O)C[C@]12C (some centres undefined)	7	-8	12	i	-0.2	0	8	3	0.8	-2
22	COc1ccc(N2CCN(C(=O)c3cccs3)CC2)cc1	12	-1	1	i	-0.6	-2	6	0	-0.9	0
23	O=C(Nc1ccccc1)OC(CN1CCCCC1)C(F)(F)F (centres undefined)	-11	-3	4	i	-1.5	-2	0	7	-0.1	4
24	Cc1cccc(NC(=O)CSc2nnc(-c3cc(C)[nH]n3)n2N)c1	6	-8	8	i	/	3	0	0	-1.3	-4
25	Cn1c(CCc2ccccc2)nnc1SCC(N)=O	-6	-3	9	i	-1.5	-2	5	5	-1.8	-4
26	O=C(NCc1ccccc1)C1CC2CCCC(C1)C2=O (centres undefined)	-12	-7	5	i	-0.7	1	3	6	-1.3	0
27	O=C(NCc1ccccc1)C1Cc2c(-c3ccc4c(c3)OCO4)ccnc2O1 (centres undefined)	-1	/	0	/	-0.2	0	-1	0	0.6	1
28	O=C(CCc1nc(-c2ccccc2)c(-c2ccccc2)o1)OCc1ccc(Br)cc1	-5	-11	-1	i	-1.2	-5	-1	0	3.6	0
29	COc1ccc(CCNC(=O)c2ccc3c(c2)N(Cc2ccc(F)cc2)CCS3)cc1OC	6	-8	5	i	0.1	-2	-31	-3	5.2	2
30	CC(=O)Nc1ccc(NC(=O)CCC(=O)OCC(=O)c2ccc(C)c([N+](=O)[O-])c2)cc1	-9	3	20	i	0.0	-7	-10	0	-0.8	0

Record cards, as listed above:
`O=C(Nc1cccc(C(F)(F)F)c1)c1n[nH]c(Cn2cncn2)n1` across the screens: CendR NRP1 mod = -2; Scp1 inh = 1; SKN-1 inh = -10; Neddylation inh = i; TbMetRS inhib = -1.6; NadD block = -3; SUMO1 PPI mod = 2; DNMT1 block = -2; LMPTP inh = -1.2; STEP inh = -1
`COc1ccc(S(=O)(=O)N2CCC(C(=O)NCc3ccco3)CC2)cc1C` across the screens: CendR NRP1 mod = 5; Scp1 inh = -5; SKN-1 inh = 6; Neddylation inh = i; TbMetRS inhib = -0.2; NadD block = -8; SUMO1 PPI mod = 0; DNMT1 block = 1; LMPTP inh = -0.5; STEP inh = 2

(continued)
entry	canonical_smiles	CendR NRP1 mod	Scp1 inh	SKN-1 inh	Neddylation inh	TbMetRS inhib	NadD block	SUMO1 PPI mod	DNMT1 block	LMPTP inh	STEP inh
31	CC(C)S(=O)(=O)c1csc(NC(=O)Nc2cc(Cl)ccc2Cl)c1Cl	-5	-9	1	i	-0.3	-2	7	-4	4.5	-2
32	CCCC(CCC(=O)NC1CCCCC1)C(=O)O (centres undefined)	-3	-4	2	i	-0.3	-2	-2	2	-1.2	0
33	Nn1cnc2cc3ccccc3cc2c1=O	0	-3	-6	i	0.2	4	-27	-3	0.1	4
34	O=C(Nc1ccccc1-c1nnc(SCc2ccc(Cl)cc2Cl)o1)c1ccccc1	-3	-7	-1	i	-0.5	-4	-1	14	2.4	4
35	CC(NC(=O)c1cccs1)C(c1cccs1)N1CCOCC1 (centres undefined)	18	2	11	i	-0.3	-3	1	-1	0.2	-6
36	CCc1nn(C)c2c(=O)c(=O)c2n(C)[nH]1	8	-7	3	i	1.1	-2	1	-3	-1.6	-4
37	O=C(O)CCCCCN1C(=O)CSC1=S	-12	-5	-2	i	-1.1	1	0	0	-1.5	-2
38	CCn1c(C)c(C(C)=O)c(N2CCN(c3ccccc3)CC2)nc1=S	-50	-10	-5	i	-1.4	13	-7	9	37	4
39	Cc1ccc(CNC(=O)C2CCC(=O)N(C3CC3)C2)cc1 (centres undefined)	28*	-8	-19	i	0.0	3	2	3	-1.3	0
40	Cc1c(Cl)ccc2c(C(=O)NCCCn3nccc3C)cc(-c3ccccn3)nc12	10	-6	-6	i	-0.3	2	-15	-1	-2.3	-1
41	COc1ccccc1-c1noc(COC(=O)c2ccc(Br)o2)n1	-7	-8	22	i	0.0	-3	-4	2	1.4	-2
42	Cc1ccccc1Nc1nc(N)nc(CCl)n1	-4	-7	4	i	0.2	-5	0	1	-2.4	-1
43	CCCN(CCC)CCNC(=O)c1cc2c(-c3ccccc3F)nn(C)c2s1	-1	-5	12	/	-0.3	-11	-3	0	1.8	0
44	COc1ccc(S(=O)(=O)Nc2ccccc2)cc1	-4	-9	8	i	-0.4	-3	2	-5	-0.7	2
45	Cc1ccc(NC(=S)N=Nc2c(O)[nH]c3ccccc23)cc1	6	-5	3	i	-0.2	26	-2	1	0.5	0
46	O=C(CCN1CCOCC1)NNC(=O)c1ccc(Cl)c([N+](=O)[O-])c1	10	-12	16	i	2.9	-1	20	0	-1.0	-2
47	CCOc1cc(N2CCOCC2)c(OCC)cc1NC(=O)CN1C(=O)N(C)C2(CCCCC2)C1=O	6	4	11	i	0.1	-3	2	8	0.5	7
48	Cc1cc(C(=O)N/N=C/c2sccc2C)no1	-2	-6	12	i	0.2	5	-9	4	-0.4	-3
49	CCCNS(=O)(=O)c1ccc(CCC(=O)N2CCOCC2)cc1	0	-8	-6	i	0.2	-6	-5	3	-0.4	0
50	COc1ccc(CCNC(=O)C(C)n2nc(C)n3c(cc4occc43)c2=O)cc1OC (centres undefined)	4	-1	-3	i	-0.4	0	-1	2	1.4	-2
51	Cc1ccccc1-c1csc(C(C)(O)c2ccc(F)c(F)c2)n1 (centres undefined)	-6	/	21	i	-0.1	-4	2	-8	2.4	-4
52	Cc1cccc(NC(=S)N/C(=N/S(=O)(=O)c2ccccc2)c2ccccc2)c1	18&12	-3&-2	5&-9	i	-0.2&0.1	-2&0	6&1	0&0	-0.5&0.9	3&-1
53	CC1/C(=N/O)CC(c2ccccc2)N(C)C1c1ccccc1 (centres undefined)	9	-1	6	i	-1.0	-7	1	-3	-0.2	0
54	CN1C(=O)/C(=C/c2ccccc2OCc2ccc(F)cc2)N(C)C1=S	6	-17	10	i	-0.8	-5	1	5	2.4	-1

Bioassay records from PubChem.
